# Screens from PubChem.
# Mtb BioA inh = inhibitors of Mycobacterium tuberculosis BioA enzyme. purified M. tuberculosis BioA enzyme, plate reader. inhibition, % at 9.99 µM. 360,000 tested, 0.096% active. AID 602481; in the data active means inhibition above about 40%; inconclusive means no clear call, values can overlap the other calls
# BoNT F protease = BoNT F light chain protease inhibition; Multiplex microsphere protease cleavage assay, flow cytometry; inhibition, % at 10 µM; AID 588497; 360,000 tested, 0.22% active; in the data active means inhibition above about 35%, passing the limit was not always enough; inconclusive means no clear call, values can overlap the other calls; further: plate controls were buffer without enzyme for full effect and enzyme alone for no effect
# Mtb FBA inh = Mtb fructose-bisphosphate aldolase inhibition; purified M. tuberculosis FBA, fluorescence read-out; inhibition, % at 1 µM; 360,000 tested, 2.3% active; in the data active means inhibition above about 27%;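 further: 0% = vehicle and 100% = reference inhibitor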
# Target sequence (P9WQA3 whole entry, looked up): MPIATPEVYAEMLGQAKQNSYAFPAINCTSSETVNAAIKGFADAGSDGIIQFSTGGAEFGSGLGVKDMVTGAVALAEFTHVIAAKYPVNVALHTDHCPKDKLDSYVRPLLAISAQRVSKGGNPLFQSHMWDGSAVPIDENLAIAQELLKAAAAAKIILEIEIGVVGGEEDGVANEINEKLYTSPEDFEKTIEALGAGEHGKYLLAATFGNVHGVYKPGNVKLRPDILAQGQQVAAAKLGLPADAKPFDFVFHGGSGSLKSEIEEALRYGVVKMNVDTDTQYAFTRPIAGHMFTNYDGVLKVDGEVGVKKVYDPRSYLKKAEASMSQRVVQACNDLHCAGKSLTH
# Mtb UGM inh = blocks M. tuberculosis UGM enzyme; inhibition, % at 10 µM; P9WIQ1; 320,000 tested, 0.06% active; AID 504406; purified UGM, fluorescence polarization probe displacement; in the data active means inhibition above about 10%, passing the limit was not always enough; inconclusive means no clear call, values can overlap the other calls
# Target sequence (P9WIQ1 whole entry, looked up): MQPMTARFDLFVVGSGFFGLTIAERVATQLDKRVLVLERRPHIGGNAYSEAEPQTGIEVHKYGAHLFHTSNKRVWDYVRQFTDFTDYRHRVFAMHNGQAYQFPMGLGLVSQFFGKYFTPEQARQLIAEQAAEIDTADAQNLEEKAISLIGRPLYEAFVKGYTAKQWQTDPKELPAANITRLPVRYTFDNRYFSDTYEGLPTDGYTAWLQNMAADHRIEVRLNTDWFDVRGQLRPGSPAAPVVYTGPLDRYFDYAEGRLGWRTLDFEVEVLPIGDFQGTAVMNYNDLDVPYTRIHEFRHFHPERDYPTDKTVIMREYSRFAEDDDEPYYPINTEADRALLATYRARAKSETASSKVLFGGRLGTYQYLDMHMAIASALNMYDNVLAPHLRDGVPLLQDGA
# BoNT-A LC inh2 = inhibitors of Botulinum neurotoxin A light chain protease; multiplex microsphere protease substrate cleavage, flow cytometry; inhibition, % at 10 µM; 360,000 tested, 0.17% active; in the data active means inhibition above about 30%; inconclusive means no clear call, values can overlap the other calls; further: plate controls were buffer without enzyme for full effect and enzyme alone for no effect
# CCHF vOTU inh = blocks the CCHF virus ovarian tumor domain protease. CCHFV vOTU protease, Pep-AMC fluorescence. 370,000 tested, 0.55% active. inhibition, % at 11.5 µM; further: 0% = vehicle wells with enzyme and 100% = no enzyme wells
# GDH-TPI counter = inhibits GDH-TPI coupling enzymes, artifact for Mtb FBA screen; GDH-TPI coupled enzyme counterscreen, NADH absorbance; inhibition, % at 4.8 µM; 360,000 tested, 1.2% active; AID 588335;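 further: 0% = DMSO wells and 100% = wells lacking the enzyme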
# FadD28 binding = blocks FadD28 binding to the bisubstrate probe | fluorescence polarization | 360,000 tested, 0.22% active | inhibition, % at 12.5 µM | AID 588549; in the data active means inhibition above about 8.5%, passing the limit was not always enough; inconclusive means no clear call, values can overlap the other calls
# PrPC TRFRET = inhibitors of human cell surface prion protein PrPC; 370,000 tested, 0.43% active; AID 720596; TR-FRET read-out; P04156; inhibition, % at 13.8 µM; in the data active means inhibition above about 24%; further: 0% = median of the test wells and 100% = reference compound wells
# * = called active by the depositor; ? = inconclusive; . = no result given. Unless noted, no stated cut-off is given here; in the data, active means inhibition above about 30%; inactive means the rest.
SMILES,Mtb BioA inh,BoNT F protease,Mtb FBA inh,Mtb UGM inh,BoNT-A LC inh2,CCHF vOTU inh,GDH-TPI counter,FadD28 binding,PrPC TRFRET
O=C(O)c1ccc(N=N/C(=N\Nc2ccc(C(=O)O)cc2)c2ccccc2)cc1,3.1,-3.3,-12.5,4.5,-0.1,23.2,11.2,3.3,-21.2
CC(=O)Nc1sc2c(c1C#N)CCCCC2,-3.9,-6.4,-1.8,-0.9,?,-4.4,3.9,-1.1,-1.3
Cc1oc2c(c(C)cc3oc(=O)c(CC(=O)NCCC(=O)O)c(C)c32)c1C,-0.9,15.2,30.8*,-2.5,-1.9,-23.4,23.1,-2.6,-7.7
O=C1NC(=O)C2(Cc3ccccc3N3CCCC32)C(=O)N1c1cccc(Cl)c1 (configuration not stated),-4.1,0.6,4.0,-0.6,?,7.1,0.0,-5.6,5.2
O=C(NCCC1=CCCCC1)c1ccc(Cl)c([N+](=O)[O-])c1,4.5,-7.3,-1.1,1.7,-1.0,7.4,-4.8,-0.2,-37.3
CC(NC(=O)CCc1nnc(-c2ccc(-c3ccccc3)cc2)o1)c1nc2ccccc2[nH]1 (configuration not stated),.,-2.9,3.2,-2.7,1.8,2.7,-3.8,-1.3,0.0
COC(=O)[C@@H](NC(=O)c1cc(COc2cncc(Cl)c2)on1)c1ccccc1,-2.3,2.8,3.9,4.5,0.2,4.5,0.0,-2.5,0.7
CCOC(=O)Cn1nc(C)c(NC(=O)COc2ccc(OC)cc2)c1C,1.0,-1.8,-2.9,-0.3,0.3,-8.1,-2.0,-4.4,-4.0
CC(C)Cc1ccc(-c2cc3nc(NCCc4ccc(S(N)(=O)=O)cc4)ccn3n2)cc1,-2.5,-11.0,13.0,.,-0.5,18.2,1.8,-2.7,9.9
Cc1cc(OCCCC(=O)NCCN2C(=O)S/C(=C\c3cccnc3)C2=O)ccc1Cl,.,-3.8,-1.8,1.1,-0.1,-4.9,11.2,-1.5,5.1
COc1ccc(CCNC(=O)COc2ccc(N(C)S(=O)(=O)c3ccc(C)cc3)cc2)cc1OC,.,7.5,0.7,0.7,-1.0,17.6,2.6,-0.6,11.1
O=C(OCc1ccc(Cl)cc1Cl)c1ccncc1,0.1,-4.5,-1.9,-2.8,-0.8,-13.8,8.3,-3.6,-7.6
CCn1c2c(c(=N)c3c1CCC3)CCCC2,0.7,-18.5,1.8,0.6,-4.9,-8.1,-1.6,-2.7,0.1
CC1CC(C)CN(S(=O)(=O)c2cccc3cccnc23)C1 (configuration not stated),-0.5,-1.2,0.6,-1.3,0.4,0.3,7.2,-0.7,0.2
CCN(CC(=O)Nc1ccc2c(c1)OCCO2)C(=O)c1ccc(C(F)(F)F)cc1,0.6,3.4,-1.5,0.7,7.5,4.6,-4.9,-1.9,0.7
CCOc1ccc(S(=O)(=O)N(CC)CC(=O)NCc2cccnc2)cc1,-2.2,-4.4,-1.5,1.5,0.8,11.5,4.2,-1.0,-4.3
O=C(c1ccc(OC2CCN(Cc3ccc(C(F)(F)F)cc3)CC2)cc1)N1CCCCC1,-0.7,-1.0,-3.5,0.1,-0.1,6.5,-8.2,-3.8,1.1
CCOc1ccc(-c2[nH]ncc2-c2csc(C)n2)c(O)c1,.,-0.1,1.3,2.0,0.2,13.6,-5.8,-2.8,6.7
CN(C1CC(C)(C)N(O)C(C)(C)C1)S(=O)(=O)CC12CCC(CC1=O)C2(C)C (configuration not stated),-0.9,-0.9,-1.0,1.8,-0.7,6.9,-8.5,-2.3,1.0
CC(=O)NCCc1ccc(C(=O)COC(=O)c2ccco2)cc1,-1.1,-7.5,0.5,-2.1,-0.5,-6.3,17.5,.,-4.9
c1ccc(CN2CCN(CCN3CCn4c3nc3ccccc34)CC2)cc1,-0.5,2.1,5.8,2.0,0.4,2.6,-3.7,-3.0,-9.3
COc1ccc(-c2nnc(SCC(=O)NC3CC3)o2)cc1,1.1,1.0,2.8,-1.1,-0.4,3.9,-9.2,1.2,9.0
COC(=O)c1ccc(C2/C(=C(\O)c3cccc(OC)c3)C(=O)C(=O)N2CCCN(C)C)cc1 (configuration not stated),.,-2.9,0.2,-0.2,-0.5,4.8,9.2,-0.9,-4.5
O=C1CCCc2nc(N3CCc4ccccc43)ncc21,1.2,15.0,8.9,0.5,3.7,-9.6,29.6,-0.7,-1.5
O=C(NCC(O)c1ccc2ccccc2c1)c1c(F)cccc1F (configuration not stated),1.0,31.8,5.7,0.1,-0.2,4.9,0.4,-4.5,1.2

# (more compounds)
SMILES,Mtb BioA inh,BoNT F protease,Mtb FBA inh,Mtb UGM inh,BoNT-A LC inh2,CCHF vOTU inh,GDH-TPI counter,FadD28 binding,PrPC TRFRET
CCCNCC(O)Cn1c2ccccc2n2c(=O)cc(C)c(C#N)c12 (configuration not stated),0.8,-1.1,7.7,-0.5,0.7,-11.0,28.8,-1.7,11.2
CCOC(=O)c1ccc(NS(=O)(=O)c2ccc3[nH]c(=O)[nH]c3c2)cc1,-0.2,-38.2,-2.0,-0.9,?,14.6,8.7,-1.1,9.1
O=C(CN1C(=O)CCS(=O)(=O)c2ccccc21)Nc1cccc(F)c1,3.4,-1.3,-4.1,0.0,-0.3,2.9,-13.7,-2.9,-4.5
CCc1ccc(NC(=O)CSc2nc3ccccc3c(=O)n2CCCN2CCC(C)CC2)cc1,.,-3.4,2.0,1.5,0.3,-1.1,0.6,-2.3,-15.7
Cc1ccc(S(=O)(=O)N(C)C)cc1NC(=O)CN1C(=O)NC2(CCCc3ccccc32)C1=O (configuration not stated),.,-5.2,-1.6,-0.7,1.0,-0.5,6.3,-0.8,4.8
COc1cc(C(=O)NC(CCSC)C(=O)OCC(=O)C(C)(C)C)cc(OC)c1OC (configuration not stated),0.1,-4.0,5.3,1.3,-1.0,24.4,-0.7,-3.0,-4.6
O=C(Oc1cccnc1)c1ccco1,-0.2,-21.5,-2.0,-2.3,-0.2,21.1,-8.7,-1.2,6.7
Cc1oc(-c2ccccc2F)nc1CSCC(=O)NC1CCCC1,.,0.8,-4.5,-0.2,-0.3,8.3,-11.6,-4.3,9.7
CCO[C@@H]1OC(C(=O)NCc2ccccc2)=C[C@H](c2ccc(C(F)(F)F)cc2)[C@H]1CCCO,1.3,-4.5,3.8,-3.1,-0.3,16.2,12.8,-3.7,0.8
COC(=O)c1cc(NS(=O)(=O)c2ccc(NC(C)=O)cc2)cc(C(=O)OC)c1,-2.9,4.1,7.2,1.3,0.0,0.7,-0.3,0.7,-0.3
COc1ccc(C(=O)NC(C)c2csc(C)n2)cc1OC1CCN(C(C)=O)CC1 (configuration not stated),10.4,4.6,-0.8,1.4,4.0,12.8,1.7,0.1,0.0
CN1CCN(C(=O)Cn2c(=O)oc3cc(S(=O)(=O)NCc4ccccc4)ccc32)CC1,-0.6,-20.0,-1.7,2.0,-0.6,0.0,-3.8,-3.0,-2.1
Cc1ccc(N2C(=O)C3C4CCC(O4)C3C2=O)c(OC(F)F)c1 (configuration not stated),0.1,?,2.2,-2.1,?,-13.4,-1.1,-1.8,-0.1
O=C1CSC(=S)N1N=Cc1ccccc1O,.,-3.4,-2.1,.,-0.1,7.5,13.8,-2.3,8.5
COc1ccccc1C(=O)NNC(=O)CCCN1C(=O)/C(=C/c2cccs2)SC1=S,-2.3,2.3,-2.8,2.7,2.4,5.7,7.2,-2.7,-4.8
Cc1c(C(=O)Nc2cccnc2Cl)oc2ccccc12,-1.0,0.3,-1.0,0.9,-0.3,2.5,-3.0,-3.4,-3.6
Cc1cc(C)n2nc(CC#N)c(C#N)c2n1,.,-0.2,1.5,0.5,-0.2,-5.8,0.3,-2.1,9.4
O=c1c2[nH]c3ccc(F)cc3c2ncn1CCCN1CCOCC1,1.1,5.6,7.7,5.8,0.2,1.4,9.4,-2.4,-6.6
CN(CC(=O)Nc1cccc(F)c1)C(=O)c1cn(-c2ccccc2)nc1-c1ccc(F)cc1,-0.3,-5.8,-1.9,1.5,1.9,2.3,-4.1,-4.8,4.3
Cc1cc2ccccc2n1CCNC(=O)Cc1cccc2ccccc12,-1.0,-115.9,2.5,-2.8,55.2*,0.8,0.0,0.8,41.4*
CN(C)c1ccc2c(c1)Sc1cc(N(C)C)ccc1N2C(=O)c1ccccc1,-2.3,?,-0.2,0.9,-4.6,-6.6,-0.3,-0.7,5.5
CC(=O)c1c(C)[nH]c(C(=O)OCn2nnc3ccccc3c2=O)c1C,8.4,7.8,5.0,-0.2,1.3,2.1,-0.8,-1.2,4.5
CCOC(=O)c1ccc(OC(=O)CCCCCN=C(N)N)cc1,0.2,-1.8,0.2,-1.5,0.0,6.8,5.7,-4.8,6.2
COc1ccccc1N(C)S(=O)(=O)c1ccc(C(=O)O)cc1,-1.2,2.2,2.1,-2.7,1.0,-17.2,-1.9,-2.8,3.8
CC(=O)Nc1ccc(NC(=O)CS(=O)(=O)c2cn(CC(=O)N3CCCCC3)c3ccccc23)cc1,-0.5,5.9,1.6,1.1,-1.0,3.3,1.1,-0.7,3.2

# Other entries:
SMILES,Mtb BioA inh,BoNT F protease,Mtb FBA inh,Mtb UGM inh,BoNT-A LC inh2,CCHF vOTU inh,GDH-TPI counter,FadD28 binding,PrPC TRFRET
N#C/C(=C\c1ccc(N2CCCCC2)c([N+](=O)[O-])c1)c1nn(-c2ccccc2)c(N)c1C#N,-1.3,-0.9,1.1,2.0,-0.3,-3.0,6.6,-1.8,1.1
Cc1cc2nc(Cl)c(Cl)nc2cc1C,.,-2.4,3.4,2.0,-0.9,-10.6,14.2,-1.2,6.1
CN(C)C(CNC(=O)c1cccc(S(=O)(=O)Nc2ccccc2Cl)c1)c1ccco1 (configuration not stated),-0.6,-9.3,-0.8,1.1,0.6,5.1,-4.6,-2.6,4.3
COC(=O)COc1ccc(/C=C2/NC(=O)N(CC(=O)OC)C2=O)cc1,.,-4.0,0.7,-1.8,-0.4,-2.4,19.1,0.2,-13.8
COc1cc(C)ccc1S(=O)(=O)NC(=O)Cn1nnc(COc2ccc3c(c2)CCCC3)c1C,3.0,-4.4,-0.6,.,-0.7,9.8,-0.9,-4.2,7.4
COc1ccc(C(=O)n2ncc(C#N)c2N)cc1,1.8,-6.5,-2.6,.,-0.2,-6.7,7.4,-2.6,4.0
C/C=C(\C)CN1CCN(c2cc(C)ccc2C)CC1,0.9,-0.9,4.9,0.2,-0.5,4.8,2.1,-1.4,5.6
CN(C)CCNC(NC(=O)c1cccs1)C(Cl)(Cl)Cl (configuration not stated),-1.9,-1.0,-3.2,.,-0.4,-5.4,-0.4,-3.7,-1.9
Cc1nc(C)n(C(C)CNC(=O)c2cccc(Br)c2)n1 (configuration not stated),-1.1,?,-4.6,-1.5,0.1,3.1,0.8,-0.4,-0.8
CCOC(=O)C1(Cc2ccccc2C)CCCN(C(=O)c2ccc(OC)o2)C1 (configuration not stated),-0.1,-3.6,0.1,1.9,-3.1,0.1,-2.4,.,5.7
CC(C)COc1ccc(C(=O)N/C(=C\c2cccc([N+](=O)[O-])c2)C(=O)O)cc1,-1.0,-3.0,-0.1,2.5,-0.1,17.6,-12.7,-3.0,-3.0
COc1ccc(OC)c(/C=C2\SC(=S)N(NS(=O)(=O)c3ccc(C)cc3)C2=O)c1,.,-19.3,-15.6,-0.4,-2.2,33.0*,19.9,2.9,-7.2

# A stretch taken from the entries so far, as a working copy:
SMILES,Mtb BioA inh,BoNT F protease,Mtb FBA inh,Mtb UGM inh,BoNT-A LC inh2,CCHF vOTU inh,GDH-TPI counter,FadD28 binding,PrPC TRFRET
CN(C)CCNC(NC(=O)c1cccs1)C(Cl)(Cl)Cl (configuration not stated),-1.9,-1.0,-3.2,.,-0.4,-5.4,-0.4,-3.7,-1.9
Cc1nc(C)n(C(C)CNC(=O)c2cccc(Br)c2)n1 (configuration not stated),-1.1,?,-4.6,-1.5,0.1,3.1,0.8,-0.4,-0.8
CCOC(=O)C1(Cc2ccccc2C)CCCN(C(=O)c2ccc(OC)o2)C1 (configuration not stated),-0.1,-3.6,0.1,1.9,-3.1,0.1,-2.4,.,5.7
CC(C)COc1ccc(C(=O)N/C(=C\c2cccc([N+](=O)[O-])c2)C(=O)O)cc1,-1.0,-3.0,-0.1,2.5,-0.1,17.6,-12.7,-3.0,-3.0
COc1ccc(OC)c(/C=C2\SC(=S)N(NS(=O)(=O)c3ccc(C)cc3)C2=O)c1,.,-19.3,-15.6,-0.4,-2.2,33.0*,19.9,2.9,-7.2
